aDG glyco up = alpha-DG glycosylation activation | activation, % at 10 µM | Pro5-aDG cells, alpha-DG glycosylation AlphaScreen (IIH6); 0% Pro5, 100% B10-LARGE cell signal | 360,000 compounds, 0.22% hits;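 active = activation of at least 8% versus controls, or a plate z-score of at least 8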;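 note: Pro5 are CHO cells carrying HIG-tagged alpha-DG that lacks glycosylation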
m5-HT2A agonist = activates the mouse 5-HT2A serotonin receptor; CHO-K1 mHTR2A beta-arrestin complementation, luminescence; percent of 30 µM serotonin response; P35363; activation, % at 7.6 µM; AID 624169; 360,000 compounds, 0.66% hits;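 active = activation above a run cutoff, the mean activation of all tested compounds plus 3 SD, cut at about 14% in these data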;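 note: 0% = plate median of compound wells and 100% = 30 µM serotonin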
Glyco luc inh = N-linked glycosylation inhibition | reporter increase, % at 12.5 µM | 360,000 compounds, 0.23% hits | D54 ERlucT glycosylation luciferase reporter, 24 h; percent of 100 nM tunicamycin response | AID 588692;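 active = mean luciferase reporter signal, scaled so untreated is 0 and the glycosylation-blocking control 100, at or above a set limit in every replicate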;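 note: luciferase carries N-glycosylation sites so blocking glycosylation raises the light; 0% = median of neutral control wells and 100% = median of 100 nM tunicamycin wells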
Vif inh = blocks HIV Vif function; 340,000 compounds, 0.35% hits; inhibition, % at 7.49 µM; HEK293T cells, Vif self-association by quenched fluorescence, imaging, 24 h; in the data active = inhibition above about 50%, passing the limit was not always enough; note: some results filed as inactive read as strong as hits
PDI turbidity = blocks human protein disulfide isomerase activity; P07237; PDI insulin aggregation turbidity, A650, 90 min; inhibition, % at 10 µM; 350,000 compounds, 0.052% hits;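 active = mean inhibition across replicates of 30% or more, whatever share of single replicates reach that level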;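 note: absorbance from insulin aggregation driven by PDI reduction with DTT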
Target sequence (P07237 whole entry, looked up): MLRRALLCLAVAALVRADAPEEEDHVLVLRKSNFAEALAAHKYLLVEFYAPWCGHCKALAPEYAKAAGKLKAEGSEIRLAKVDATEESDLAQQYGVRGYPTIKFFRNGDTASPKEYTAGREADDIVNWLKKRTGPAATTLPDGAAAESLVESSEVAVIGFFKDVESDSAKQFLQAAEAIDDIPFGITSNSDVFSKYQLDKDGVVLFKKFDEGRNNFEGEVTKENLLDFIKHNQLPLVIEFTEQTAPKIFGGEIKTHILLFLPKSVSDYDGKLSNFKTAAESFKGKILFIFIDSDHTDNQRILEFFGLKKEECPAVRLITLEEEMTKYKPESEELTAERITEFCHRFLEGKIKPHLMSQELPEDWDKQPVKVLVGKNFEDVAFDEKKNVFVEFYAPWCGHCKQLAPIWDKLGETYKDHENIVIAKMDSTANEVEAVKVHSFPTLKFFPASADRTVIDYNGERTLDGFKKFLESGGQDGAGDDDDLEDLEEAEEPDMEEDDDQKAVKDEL
H9c2 protect = myocardial damage modulation in H9c2 cells. H9c2 cardiomyocytes, H2O2 injury protection, ATPLite, 2 h. protection from H2O2 cell death, % at 20 µM. 360,000 compounds, 0.63% hits. AID 588492;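 active = compounds giving at least 50% protection of heart cells from peroxide-induced death in the single-dose screen, raw or plate-pattern-corrected value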;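 note: 0% = DMSO wells with peroxide and 100% = DMSO wells without peroxide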
ABCB6 inh MLPCN = blocks the human ABCB6 transporter | K562-ABCB6 porphyrin accumulation, flow cytometry, 1 h; stronger effect = lower value | fluorescence ratio to DMSO, % at 10 µM | 360,000 compounds, 0.19% hits;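 active = fluorescence ratio to DMSO below 75%, the collection mean minus 3 SD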;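 note: signal is porphyrin accumulated inside mitochondria; 100% equals median channel fluorescence of DMSO control wells; lower ratio means ABCB6 inhibition with less porphyrin fluorescence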
MC4R antag cAMP = human MC4R antagonism in cAMP assay; 360,000 compounds, 0.48% hits; MC4R-expressing cells, MTII-stimulated cAMP, LANCE TR-FRET; P32245; inhibition, % at 6.5 µM;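 active = inhibition above its plate's cutoff, the mean of tested wells on that plate plus 3 SD, cut at about 29% in these data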;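 note: 0% = Melanotan II alone and 100% = Melanotan II plus saturating MCL0020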
Target sequence (P32245 whole entry, looked up): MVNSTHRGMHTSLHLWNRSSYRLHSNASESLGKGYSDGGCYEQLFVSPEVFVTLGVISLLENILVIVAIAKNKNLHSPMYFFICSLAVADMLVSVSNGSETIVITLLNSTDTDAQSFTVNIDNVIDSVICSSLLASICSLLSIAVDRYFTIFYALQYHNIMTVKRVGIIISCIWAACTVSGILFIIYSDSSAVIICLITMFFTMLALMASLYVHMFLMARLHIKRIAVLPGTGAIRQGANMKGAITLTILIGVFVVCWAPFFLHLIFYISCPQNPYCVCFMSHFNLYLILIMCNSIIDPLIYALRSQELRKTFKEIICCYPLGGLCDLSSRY
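Assay system: human MC4R-expressing U2OS cells; reagent: Melanotan II stimulation of cells; dosing: 6.5 µM single dose; timing: compound 30 min, challenge 1 h, detection 1 h; signal: TR-FRET cAMP assay; replicates: one well per compound, no replicates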
MC4R ag barr = activates human MC4R beta-arrestin recruitment. P32245. U2OS MC4R beta-arrestin complementation, luminescence; percent of melanotan II response, DMSO zero. activation, % at 8.9 µM. 360,000 compounds, 0.98% hits;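 active = activation above a per-plate cutoff, the mean activation of sample wells on that plate plus 3 SD, cut at about 8% in these data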
CaV13 FRET inh = Disruptors of the CACNA1D IQ motif to Ca2+-dependent inactivation inhibitor domain association, primary screening, Förster resonance energy transfer in intact living …; 340,000 compounds, 0.098% hits; HEK cells, CFP/YFP FRET ICDI-IQ, plate reader, 10 min; percent FRET-ratio fall versus neutral wells; inhibition, % at 12.3 µM;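 active = mean replicate inhibition of at least 30% and at least 1% of replicates passing that level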;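 note: 0% = median of the neutral control wells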
* hit, by the source's call; / = not tested or not shown. Compounds as they come (roughly 3.6% active in at least one column).

SMILES	aDG glyco up	m5-HT2A agonist	Glyco luc inh	Vif inh	PDI turbidity	H9c2 protect	ABCB6 inh MLPCN	MC4R antag cAMP	MC4R ag barr	CaV13 FRET inh
CCOc1ccc(NC(=O)c2c3c(nc4ccccc24)CCC3)cc1	0.3	-1	0	-6	2	-4	104	0	1.0	-20
N#C/C(=C\c1cc(O)c(O)c(O)c1)C(N)=O	0.1	-4	-4	/	-1	4	93	-27	-2.2	-3
Cc1ccc(NC(=O)CSC2=C(C#N)C(c3ccco3)CC(=O)N2)cc1 (stereo not drawn)	-0.1	2	-2	8	0	-4	101	-3	5.0	/
CC(C)Nc1nnc(SCC(=O)c2c(N)n(Cc3ccccc3)c(=O)n(C)c2=O)s1	-0.1	-2	-3	-6	1	0	87	5	-1.4	-2
Nc1nc2c(c(=O)[nH]1)C(c1cccc3ccccc13)C1=C(N2)c2ccccc2C1=O (stereo not drawn)	0.0	-3	4	0	-3	-5	100	20	0.8	-5
CCOC(=O)CC(NC(=O)Cn1nnc(-c2ccccc2Cl)n1)c1ccc(OC)cc1 (stereo not drawn)	0.2	-2	-1	-3	-5	-2	108	-2	-2.1	-3
COc1ccc(/C=C(\C#N)C(=O)OCC(=O)NCc2ccco2)cc1	0.8	8	3	-7	2	2	95	0	-3.0	-7
COc1cccc(NC(=O)CN(C)C(=O)c2cc(-c3ccco3)nc3ccccc23)c1	-0.3	2	1	8	18	4	93	14	-0.6	-6
O=C(O)C1CC(Br)C(Br)CC1C(=O)O (stereo not drawn)	1.1	-1	-3	1	-3	6	104	5	-2.8	-7
COc1ccccc1NC(=O)CCN1CCN(Cc2ccccc2)CC1	-0.2	-3	1	2	-3	2	102	7	-0.7	-8
C[C@H](CO)N1C[C@H](C)[C@@H](CN(C)S(=O)(=O)c2cccs2)Oc2c(NC(=O)NC3CCCCC3)cccc2C1=O	0.2	-9	0	3	0	1	95	15	-0.2	-12
CC(=O)Nc1ccc2nc(NC(=O)CS(=O)(=O)c3ccc(F)cc3)sc2c1	-0.2	-3	2	-1	7	0	105	11	1.7	-10
CCN1CNC(=S)N(c2ccccc2C)C1	0.1	-4	2	-3	5	-2	96	11	-1.0	-4
O=C(CSc1nnc(-c2cccc(S(=O)(=O)N3CCOCC3)c2)n1C1CCCCCC1)NCc1ccccc1	0.0	-3	-4	/	-6	14	91	4	0.1	-8
CCOC(=O)c1cc2occc2n1CC(=O)N1CCCc2ccccc21	-0.1	-3	0	2	-3	5	96	4	-0.9	/
COc1ccccc1S(=O)(=O)Cc1ccc(C(=O)NCc2ccco2)o1	0.3	-1	0	4	4	8	96	-5	-1.4	-3
CCC1(C)Cc2c(sc3nc(SC)n(Cc4ccccc4)c(=O)c23)CO1 (stereo not drawn)	0.1	8	-3	5	9	16	102	2	-1.2	-5
COCCOCCn1c(CCCO)nc2ccccc21	0.0	3	0	1	17	16	89	3	-2.2	-5
N#Cc1ccccc1Sc1ccccc1C(=O)Nc1ccc2ccccc2c1	0.1	-9	0	-1	-6	-8	101	6	-2.2	-4
CC(=O)Nc1ccc(S(=O)(=O)NCC(=O)OCc2cc(=O)oc3ccc4ccccc4c23)cc1	0.1	0	5	-8	5	24	102	9	-3.1	-9
CC(=O)c1cccc(NC(=O)Cn2nc(-c3ccc(Cl)cc3)ccc2=O)c1	-0.3	-3	3	8	-5	-1	95	-8	-2.7	-4
CCC1=C(c2ccc(OC)cc2)CCC(C(=O)O)C1C (stereo not drawn)	0.1	3	2	-4	5	2	114	3	-0.7	-9
Cc1cc(C)c(C(=O)CSc2n[nH]c(=O)n2C2CC2)cc1C	0.8	11	2	-5	9	-7	89	0	-0.4	-5
COc1ccc(CNC(=O)C(c2ccncc2)N(C(=O)Cc2cccs2)c2cccnc2)cc1 (stereo not drawn)	0.0	-9	-2	-3	-9	-2	100	27	0.0	-5
CCOC(=O)C1CCN(S(=O)(=O)c2ccc3oc(=O)ccc3c2)CC1	0.1	4	1	-6	-5	-8	103	-6	0.3	-3

Only Glyco luc inh, aDG glyco up and ABCB6 inh MLPCN, for some of the entries so far:
Compound | Glyco luc inh | aDG glyco up | ABCB6 inh MLPCN
N#Cc1ccccc1Sc1ccccc1C(=O)Nc1ccc2ccccc2c1 | 0 | 0.1 | 101
CC(=O)Nc1ccc(S(=O)(=O)NCC(=O)OCc2cc(=O)oc3ccc4ccccc4c23)cc1 | 5 | 0.1 | 102
CC(=O)c1cccc(NC(=O)Cn2nc(-c3ccc(Cl)cc3)ccc2=O)c1 | 3 | -0.3 | 95
CCC1=C(c2ccc(OC)cc2)CCC(C(=O)O)C1C (stereo not drawn) | 2 | 0.1 | 114
Cc1cc(C)c(C(=O)CSc2n[nH]c(=O)n2C2CC2)cc1C | 2 | 0.8 | 89
COc1ccc(CNC(=O)C(c2ccncc2)N(C(=O)Cc2cccs2)c2cccnc2)cc1 (stereo not drawn) | -2 | 0.0 | 100

Another view of part of the listing above:
| mol | aDG glyco up | m5-HT2A agonist | Glyco luc inh | Vif inh | PDI turbidity | H9c2 protect | ABCB6 inh MLPCN | MC4R antag cAMP | MC4R ag barr | CaV13 FRET inh |
| --- | --- | --- | --- | --- | --- | --- | --- | --- | --- | --- |
| N#Cc1ccccc1Sc1ccccc1C(=O)Nc1ccc2ccccc2c1 | 0.1 | -9 | 0 | -1 | -6 | -8 | 101 | 6 | -2.2 | -4 |
| CCC1=C(c2ccc(OC)cc2)CCC(C(=O)O)C1C (stereo not drawn) | 0.1 | 3 | 2 | -4 | 5 | 2 | 114 | 3 | -0.7 | -9 |

2 of the compounds above, as a markdown table:
| Compound | aDG glyco up | m5-HT2A agonist | Glyco luc inh | Vif inh | PDI turbidity | H9c2 protect | ABCB6 inh MLPCN | MC4R antag cAMP | MC4R ag barr | CaV13 FRET inh |
| --- | --- | --- | --- | --- | --- | --- | --- | --- | --- | --- |
| COCCOCCn1c(CCCO)nc2ccccc21 | 0.0 | 3 | 0 | 1 | 17 | 16 | 89 | 3 | -2.2 | -5 |
| Cc1ccc(NC(=O)CSC2=C(C#N)C(c3ccco3)CC(=O)N2)cc1 (stereo not drawn) | -0.1 | 2 | -2 | 8 | 0 | -4 | 101 | -3 | 5.0 | / |

Next structures
SMILES	aDG glyco up	m5-HT2A agonist	Glyco luc inh	Vif inh	PDI turbidity	H9c2 protect	ABCB6 inh MLPCN	MC4R antag cAMP	MC4R ag barr	CaV13 FRET inh
CS(=O)(=O)N1CCN(c2nc3ccccc3s2)CC1	-0.1	-1	-1	8	-7	-4	97	6	-0.9	/
Cc1ccc2nc(Cl)c(/C=N/Nc3ccc(C(=O)O)cc3)cc2c1	0.2	-11	-10	1	-4	-17	99	5	3.4	-8
O=C(Nc1ccc2c(c1)OCCO2)C(C1CC1)N1CCN(c2ccc(F)cc2)CC1 (stereo not drawn)	0.1	-5	2	3	/	-4	99	/	/	/
Cc1cc2nc(-c3ccc(SCc4ccc(C(=O)O)cc4)nc3)[nH]c2cc1C	0.3	5	7	-2	-5	2	94	-7	-2.0	-3
CCN(CC)C(=O)C1CCCN(Cc2nc(-c3cnccn3)no2)C1 (stereo not drawn)	1.0	0	1	-2	-3	2	90	8	-0.8	1
CCCCN(C)c1c(C)nc2ccc(C(=O)NCc3ccc(OC)cc3)cn12	0.0	2	1	-7	2	-5	100	11	0.0	-5
CS(=O)(=O)N1CCc2cc(S(=O)(=O)Nc3ccc4oc5c(c4c3)CCCC5)ccc21	0.6	3	-2	-1	-2	-16	93	12	0.2	/
CCOC(=O)Cn1nc(C)cc1NC(=O)c1ccncc1	0.0	-2	2	9	2	0	86	2	0.7	6
Cn1ncc(Cl)c1C(=O)Nc1nc2ccc(Cl)cc2s1	0.2	0	-7	-1	-11	-26	99	21	-1.6	-5
CC(C)c1ccc(NC(=O)N2CCOCC2)cc1	0.1	1	-1	-4	-4	6	101	-7	-1.7	-2
CCOC(=O)C1=C(C)N(C)C(C)=C(C(=O)OCC)C1c1cccnc1	-0.1	-3	5	-1	-4	0	90	7	-1.7	1
O=C(Nc1ccc(F)cc1)c1ccc2nc[nH]c2c1	-0.1	0	1	0	-8	5	91	4	-0.7	-5
O=C(NCc1ccc(Cl)cc1)c1cc(-c2ccco2)on1	-0.2	-3	1	/	-10	3	101	1	1.2	-5
Cc1cc(Cl)ccc1NC(=O)CN1CCCC1	0.0	1	1	3	-19	4	99	2	-0.7	-2
CCn1cc(/C=N\NC(=O)Cc2ccc([N+](=O)[O-])cc2)c(C)n1	-0.2	-2	5	4	1	-5	100	2	-2.5	-7
O=C1c2cccc(Cl)c2C(=O)c2c1cccc2N1CCCC1	-0.3	3	1	/	-13	14	92	12	-2.7	0
COc1ccc(Cl)cc1NS(=O)(=O)c1cccc(C(=O)NCCCN2CCCC2=O)c1	0.7	-13	0	-1	-1	3	97	4	-1.4	-7
Cc1ccc(Cn2ccc(NC(=O)c3cc(-c4cccc(Cl)c4)on3)n2)cc1	0.2	-1	0	0	-6	-13	91	16	0.1	-6
CCOc1cc(C(C(=O)NCC2CCCO2)N(C(=O)Cn2nnc3ccccc32)c2ccc(NC(C)=O)cc2)ccc1O (stereo not drawn)	-0.1	8	1	3	4	2	108	10	0.8	-3
COc1ccc(-c2nnc(-c3ccc4ccccc4c3)o2)cc1	-0.1	2	-1	11	0	-7	98	-5	3.6	-5
CN1CCN(c2ccccc2NC(=O)c2sc3ccccc3c2Cl)CC1	-0.2	-7	0	-3	-1	0	96	3	-3.1	-3
CCOC(=O)c1ccc(NC(=O)c2nc[nH]c2C(=O)N[C@@H](CC(C)C)C(=O)OC(C)(C)C)cc1	-0.1	4	-7	-1	12	11	97	5	0.2	-10
Nc1nc(SCc2ccccc2)c2ncn(C3OC(CO)C(O)C3O)c2n1 (stereo not drawn)	0.0	0	2	-2	0	-2	100	-1	-1.5	-5
CN(C)S(=O)(=O)c1cccc(NC(=O)COC(=O)c2cccc(S(=O)(=O)N3CCc4ccccc4C3)c2)c1	-0.2	-7	1	1	3	-8	97	7	-2.9	-5
CCNC(=O)NC(=O)C(C)OC(=O)C1CCN(S(=O)(=O)c2ccc(C)c(C)c2)CC1 (stereo not drawn)	0.0	7	-2	12	-1	1	96	5	1.5	-3
CCOC(=O)c1cnc(SCc2nc(N)nc(Nc3ccc(F)cc3)n2)nc1N	1.1	-2	5	-6	0	7	94	-7	-0.1	-7
O=C(CCC(=O)NNC(=O)Nc1cccc(Cl)c1)NCc1ccccc1	0.0	-5	1	-1	0	-2	97	5	-0.2	-6
O=C(C1=C[C@@H](C2CC2)C[C@@H](OCc2ccc(CO)cc2)O1)N1CCN(Cc2ccc3c(c2)OCO3)CC1	-0.1	-3	-2	2	0	4	93	4	-2.0	-11
CCOc1ccc(C(=O)OCn2nnc3ccccc3c2=O)cc1OC	-0.2	8	-1	3	5	5	91	1	-0.6	-8
Cc1ccnc(NC(=O)CS(=O)(=O)c2ccccc2)c1	0.0	-3	2	15	6	1	100	10	0.6	-3

High-throughput results (PubChem)
